LMP1 NFkB inh: EBV LMP1-driven NF-kappaB luciferase reporter inhibitors, primary screen, cell-based, luminescence, single point. LMP1-induced NF-kappaB luciferase reporter cells. inhibition, % at 12.5 µM. 0.69% of 350,000 active. AID 504558, 2011; in the data active = inhibition above about 41%;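 also: 0% = neutral control wells and 100% = reference inhibitor control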
TRAIL sens C8: viability loss with TRAIL in NB7+C8 cells, primary screen, TRAIL sensitizer project, cell-based, ATPlite luminescence | AID 624354, 2012 | inhibition (viability loss, TRAIL sensitization), % at 10 µM | 1% of 360,000 active;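 active = compounds causing at least 50% loss of cell viability in the single-dose screen, relative to plate controls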
LRH-1 inv ag: LRH-1 (NR5A2) inverse agonists, primary screen, cell-based, luminescence, HEK293T, StAR-luciferase reporter | 0.13% of 360,000 active | LRH-1 transfected, 24 h | AID 602396, 2012 | Nuclear receptor subfamily 5 group A member 2 (Homo sapiens), O00482 | inhibition, % at 3.6 µM;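 active = inhibition above the mean inhibition of all tested compounds plus 3 SD, cut at about 73% in these data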;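 also: 0% = DMSO wells and 100% = reporter-only cells lacking LRH-1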
KKLEB cytotox: cytotoxicity in KKLEB CF airway cells, primary screen, cytotoxicity control for CF NF-kB inhibitor project, cell-based, uHTS, fluorescence assay plates | KKLEB CF airway cells viability, ATPlite luminescence, overnight; stronger effect = lower value; cells stimulated with P. aeruginosa culture filtrate | activity change (cytotoxicity), % at 5 µM | 0.36% of 360,000 active;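 active = corrected activity change at or below -50% at 5 µM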
SRC1 inh: SRC1 coactivator transcriptional activity inhibitors, primary screen, cell-based, luminescence. Nuclear receptor coactivator 1 (Homo sapiens), Q15788. HEK293 GAL4-SRC1 luciferase reporter. inhibition, % at 3.6 µM. 0.12% of 360,000 active. AID 588354, 2011;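 active = inhibition above the campaign mean plus 3 SD, with each screening campaign given its own cutoff, cut at about 60% in these data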;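 also: 0% = DMSO treated cells and 100% = gossypol at 36 µM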
Target sequence (Q15788 whole entry, looked up, the tested form may be a part): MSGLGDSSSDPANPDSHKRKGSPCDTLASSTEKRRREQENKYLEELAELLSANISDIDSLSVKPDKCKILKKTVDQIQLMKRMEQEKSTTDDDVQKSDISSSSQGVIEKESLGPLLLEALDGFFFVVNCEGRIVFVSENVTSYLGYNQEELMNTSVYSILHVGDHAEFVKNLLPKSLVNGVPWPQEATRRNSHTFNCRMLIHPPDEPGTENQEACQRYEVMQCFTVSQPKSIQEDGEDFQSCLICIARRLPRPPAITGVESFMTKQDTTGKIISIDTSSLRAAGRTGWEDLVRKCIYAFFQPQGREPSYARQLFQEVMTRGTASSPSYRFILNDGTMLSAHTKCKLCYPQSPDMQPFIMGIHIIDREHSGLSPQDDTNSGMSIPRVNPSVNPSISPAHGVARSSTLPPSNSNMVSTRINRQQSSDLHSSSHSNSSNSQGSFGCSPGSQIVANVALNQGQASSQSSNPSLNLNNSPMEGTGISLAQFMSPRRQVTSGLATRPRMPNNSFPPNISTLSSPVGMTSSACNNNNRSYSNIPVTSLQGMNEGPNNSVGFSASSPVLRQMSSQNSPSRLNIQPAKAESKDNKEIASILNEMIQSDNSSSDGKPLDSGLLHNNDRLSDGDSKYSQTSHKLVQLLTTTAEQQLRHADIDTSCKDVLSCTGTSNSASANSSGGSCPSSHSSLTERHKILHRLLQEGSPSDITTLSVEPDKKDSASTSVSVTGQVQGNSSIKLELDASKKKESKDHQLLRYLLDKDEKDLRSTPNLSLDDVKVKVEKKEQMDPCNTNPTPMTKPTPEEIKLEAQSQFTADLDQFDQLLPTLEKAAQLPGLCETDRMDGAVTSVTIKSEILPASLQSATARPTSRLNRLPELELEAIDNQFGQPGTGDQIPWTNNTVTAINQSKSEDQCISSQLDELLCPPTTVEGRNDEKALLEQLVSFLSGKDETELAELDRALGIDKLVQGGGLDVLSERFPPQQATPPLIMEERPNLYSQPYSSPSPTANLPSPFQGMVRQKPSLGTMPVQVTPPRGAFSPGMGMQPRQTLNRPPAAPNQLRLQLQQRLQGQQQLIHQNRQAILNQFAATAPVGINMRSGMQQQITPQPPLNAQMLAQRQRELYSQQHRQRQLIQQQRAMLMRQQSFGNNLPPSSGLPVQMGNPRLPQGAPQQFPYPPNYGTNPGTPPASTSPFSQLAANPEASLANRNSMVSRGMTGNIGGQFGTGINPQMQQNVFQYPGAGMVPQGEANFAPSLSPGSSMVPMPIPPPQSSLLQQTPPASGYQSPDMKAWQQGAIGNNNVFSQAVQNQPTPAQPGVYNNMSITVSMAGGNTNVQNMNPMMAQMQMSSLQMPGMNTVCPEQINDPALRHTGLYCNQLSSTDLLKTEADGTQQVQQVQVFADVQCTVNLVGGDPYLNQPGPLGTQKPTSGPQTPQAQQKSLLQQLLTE
NR2F2 inh: NR2F2 transcriptional activity inhibitors, primary screen, cell-based, luciferase reporter, HEK293T, luminescence; COUP transcription factor 2 (Homo sapiens), P24468; HEK293T NGFI-A luciferase reporter; inhibition, % at 8.6 µM; 0.7% of 370,000 active; AID 686940, 2013;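 active = inhibition above a per-plate cutoff, mean inhibition of test wells between control levels plus 3 SD, cut at about 38% in these data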;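 also: cells cotransfected with COUP-TFII expression vector driving the NGFI-A reporter; 0% = median of COUP-TF2 test wells and 100% = reporter-only cells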
Shn3 inh set2: reduction of Shn3 3'UTR firefly luciferase signal, primary screen, Schnurri-3 inhibitor project, cell-based, Clone20 osteoblasts, set 2; inhibition, % at 12.5 µM; 0.52% of 360,000 active; AID 588674, 2011; Clone20 osteoblast Shn3 3'UTR firefly luciferase, 24 h;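 active = mean inhibition of at least 75% with every replicate also reaching 75%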;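 also: 0% = median of neutral control wells and 100% = pilot-screen positive control compound; some compounds past the cut are filed as inactive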
TWEAK-Fn14 inh: inhibitors of TWEAK-Fn14 signaling, primary screen, luciferase reporter cells, uHTS | inhibition, % at 10 µM | TWEAK-stimulated Fn14 reporter cells, luciferase luminescence, 8 h | 2% of 360,000 active | AID 1159606, 2016; in the data active = inhibition above about 50%
TROY NFkB inh: inhibitors of TROY-driven NF-kB signaling, primary screen, Q293 LMP1-TROYcd cells, NF-kB luciferase, uHTS | Q293 LMP1-TROYcd NF-kB luciferase reporter, 4 h | inhibition, % at 10 µM | 0.98% of 360,000 active | AID 1347056, 2019;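 active = compounds whose plate-normalised and pattern-corrected inhibition of the luciferase reporter signal at the single screening dose is 50% or more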
SRC3 inh: SRC3 coactivator transcriptional activity inhibitors, primary screen, cell-based, luminescence; Nuclear receptor coactivator 3 (Homo sapiens), Q9Y6Q9; 0.17% of 360,000 active; HEK293 GAL4-SRC3 luciferase reporter; inhibition, % at 3.6 µM;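 active = inhibition above a per-campaign cutoff, the mean of all compounds plus 3 SD, cut at about 60% in these data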;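 also: 0% = DMSO-treated cells and 100% = gossypol-treated cells at 36 µM; higher means less SRC3-driven luciferase light from the GAL4 reporter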
CF NFkB inh: inhibitors of PAF-induced NF-kB signaling, primary screen, cell-based, GFP fluorescence, uHTS; KKLEB NF-kB-GFP reporter, GFP fluorescence overnight; inhibition, % at 5 µM; 0.86% of 360,000 active; AID 588850, 2011;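 active = at least 50% inhibition at 5 µM, scaled per plate between neutral and stimulator controls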;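 also: PAF is a Pseudomonas aeruginosa culture filtrate used as stimulus; plate controls were PAF-stimulated DMSO wells for no effect and unstimulated DMSO wells for full effect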
Numbers without * were called inactive; . = no result given. Only part of the results is shown; the hit share may differ from the screen's.

Results follow in this order: LMP1 NFkB inh	TRAIL sens C8	LRH-1 inv ag	KKLEB cytotox	SRC1 inh	NR2F2 inh	Shn3 inh set2	TWEAK-Fn14 inh	TROY NFkB inh	SRC3 inh	CF NFkB inh
> COn1c(SCc2ccccc2)nc2ccccc2c1=O
 : -1	69*	-3	-11	-12	16	-3	13	-6	-7	11
> O=C(Nc1c2c(nn1-c1cccc(Cl)c1)CS(=O)(=O)C2)c1cccs1
 : -4	1	18	1	-7	-12	9	20	-15	-1	-26
> Cc1cccc(N2CCN(C(=O)c3cc(S(=O)(=O)N4CCCC4)cn3C)CC2)c1C
 : -7	-3	26	-19	-1	16	14	27	18	-4	22
> Cc1[nH]n(-c2ccc([N+](=O)[O-])cc2)c(=O)c1C=NCCN1CCN(C(=O)c2ccccc2F)CC1
 : 3	8	7	0	-4	11	6	-7	15	-9	-10
> Cc1ccc(N(CCC(=O)N2CCOCC2)S(=O)(=O)c2ccccc2)cc1
 : -5	5	-19	29	-21	4	-15	5	-12	5	-21
> COc1ccccc1NC(=O)COc1ccccc1C(=O)c1cnn(-c2ccccc2)c1
 : 0	4	-46	2	-18	-11	-104	7	-31	-9	-8
> Cc1cc(C)n2nc(C(F)(F)F)c(-c3ccccc3)c2n1
 : 3	0	9	-20	-1	20	0	-8	-7	6	18
> Cc1ccccc1NC(=O)COC(=O)c1ccccc1SCC(=O)N1CCCC1
 : -2	-12	-5	-6	-14	6	-9	1	-10	9	2
> CC(=N)C1=C(O)CC(C)(C)CC1=O
 : -3	4	-1	8	-5	-9	3	-17	10	12	-5
> Cc1ccc(NC(=O)C(C)SCc2ccccc2)cc1 (stereo not given)
 : 1	10	-34	-9	-26	8	-28	-15	-41	-64	2
> O=C(CCNS(=O)(=O)c1ccccc1)N1CCCCCC1
 : -4	6	-14	5	-13	-22	-30	11	-26	-20	-18
> CC(C)CC(=O)Nc1nc2ccc(S(C)(=O)=O)cc2s1
 : -5	-2	-1	5	-26	-8	-18	0	-25	-11	20
> Cc1cc2nc(Sc3c([N+](=O)[O-])nc(C)n3Cc3ccccc3)[nH]c2cc1C
 : -19	-4	0	-13	-11	7	-41	84*	32	17	44
> CCCN1CCN(CCCNC(=O)CCCn2nc(C)c3sc4ccccc4c3c2=O)CC1
 : -3	9	5	-13	-8	3	-5	-5	-4	-10	-5
> CCOc1ccc(NC(=O)CC(c2ccccc2)c2ccc(F)cc2)cc1 (stereo not given)
 : 2	-12	-26	1	-10	11	14	10	-5	6	-8
> O=C(O)CC1CC(O)CCC1=O (stereo not given)
 : .	-10	-3	-21	14	-1	5	17	-1	9	6
> COCCNC(=O)C1(C)CCN(C(=O)c2cc(C(C)(C)C)nn2C)C1 (stereo not given)
 : .	-14	-2	-13	3	-4	9	2	0	1	23
> CN1C(=O)CCC(CCC(=O)O)(c2ccccc2O)C1=O (stereo not given)
 : -1	13	7	0	5	-22	7	10	14	9	2
> O=C(C1Cc2ccccc2CN1S(=O)(=O)c1ccc(F)cc1)N1CCCCC1 (stereo not given)
 : -10	-4	-1	0	13	18	12	-20	4	-20	-5
> COC(=O)CCC(=O)NNC(=O)c1cccc(Cl)c1
 : 1	3	24	4	3	9	-5	8	-2	13	16
> CN1CCN(c2ccccc2NC(=O)c2cccc(OCc3ccccc3)c2)CC1
 : 14	29	13	-22	15	8	-2	-18	0	17	14
> CC(C)C(NC(=O)c1ccc(C(C)(C)C)cc1)C(=O)NCCc1ccccn1 (stereo not given)
 : 2	-4	-3	5	14	-3	18	-3	22	26	17
> CSc1ncccc1C(=O)OCC(=O)c1ccc(S(=O)(=O)N2CCCCC2)cc1
 : -4	10	5	-15	-20	0	13	6	2	-13	16
> Cc1cc(C)c(C(=O)NNC(=O)c2cccnc2)c(C)c1
 : 4	-2	-5	-8	-4	11	-10	-5	-1	-12	-8
> Cn1c(NC(=O)c2ccccc2F)c(-c2cccs2)c(=O)c2ccccc21
 : 4	2	-2	-11	22	4	-15	9	4	15	2
> CC(NC(=O)Nc1cccnc1)(C(F)(F)F)C(F)(F)F
 : 10	0	8	1	-9	10	-10	0	-5	4	4
> COc1ccc(C)cc1NC(=O)COC(=O)c1c(C)noc1C
 : 11	-20	13	11	-11	7	6	-23	-52	6	-10
> CN(C)S(=O)(=O)c1cccc(NC(=O)COC(=O)c2ccc3ccccc3n2)c1
 : -6	-12	9	16	8	-3	10	-14	1	8	-26
> O=C(NCc1ccc(F)cc1)c1ccc(CS(=O)(=O)c2ccc(Br)cc2)o1
 : 1	25	12	-9	0	24	5	-5	16	12	9
> CCN(CC)C(=O)CN(c1cccc(Br)c1)S(C)(=O)=O
 : -1	14	0	9	6	-3	-19	10	13	7	-18
> CCNC(=O)c1ccc(C23CC4CC(CC(C4)C2)C3)o1
 : -1	-1	2	-5	7	12	11	12	-12	8	15
> CCN(CC)c1nc2nonc2nc1N(CC)CC
 : 0	4	-21	-8	4	11	15	38	20	3	-9
> Clc1ccc(Cl)c2sc(N3CCOCC3)nc12
 : -3	-17	-42	0	-4	-13	-35	-7	-35	-16	9
> Cc1ccc(OCCN(C)C)c([N+](=O)[O-])c1
 : -1	-7	24	7	13	-7	-4	0	5	-6	-5
> COc1ccc(Nc2nc(N3CCOCC3)nc(N3CCOCC3)n2)cc1
 : -2	-5	9	0	-3	27	9	-14	-1	12	-4
> Cc1cc(NC(=O)CSc2nnc(-c3ccccc3)o2)no1
 : -3	5	-49	5	-17	-22	-1	-8	-3	-5	1
> CC1CCN(CC(=O)NCCc2ccc(F)cc2)CC1
 : -10	-8	7	-5	-3	18	2	1	4	1	5
> CCc1nc(Nc2ccc(O)cc2)c2oc3ccccc3c2n1
 : -2	7	-4	-6	3	14	-10	46	-2	-12	-21
> CCCC(=O)Nc1cccn(Cc2ccccc2Br)c1=O
 : -1	-4	-8	-1	-8	-7	-16	-5	9	8	-2
> C/C(=C\C(=O)O)C(=O)Nc1nccs1
 : -12	-2	-14	1	-1	6	10	-3	5	-1	10
> COc1ccc2sc(N(CCCN(C)C)C(=O)c3ccc(S(=O)(=O)N(C)C4CCCCC4)cc3)nc2c1
 : 2	10	-2	-4	-3	0	3	-16	-5	-2	7
> Cc1ccc2oc(C(=O)N3CCC(N4CCSCC4)CC3)c(C)c2c1
 : -9	12	-10	-4	-21	-10	-14	6	-23	0	3
> Cc1cccc(C(=O)NCc2nnc(SCC(=O)NC(C)c3ccccc3)n2C)c1 (stereo not given)
 : 11	-2	5	24	3	7	14	7	14	5	2
> N#Cc1ccc(-c2cccnc2)nc1SCc1ccc(Cl)cc1Cl
 : -6	-3	-4	-20	-7	-3	8	-26	-16	-12	10
> CCCOc1ccc(Cc2c(COCC)[nH]c(=S)[nH]c2=O)cc1
 : -10	-13	3	7	1	-6	-12	7	4	18	10
> CC1(C)NC(=O)N(CC(=O)N2CCN(c3ccc([N+](=O)[O-])cc3)CC2)C1=O
 : -3	-4	-12	-22	-2	-3	15	6	-7	4	3
> COC(=O)CN(c1cc(C(F)(F)F)ccc1Cl)S(C)(=O)=O
 : -17	-5	-4	-16	-13	-12	4	-10	2	16	5
> O=C(NCc1ccccc1)N1CCOCC1
 : -7	2	-9	15	10	5	-35	-30	-4	16	-9
> CCc1c(C)nc2ncnn2c1N1CCCC(C(=O)NCc2ccco2)C1 (stereo not given)
 : -7	7	-8	-15	-7	8	16	-8	13	6	24
> CCOc1ccc(CN2CCN(Cc3ccsc3)C(CCO)C2)cc1CO (stereo not given)
 : 0	-5	0	-15	6	5	-5	89*	4	7	11
> CCOC(=O)c1c(C)[nH]c(C)c1C(=O)COC(=O)c1c(OC)cccc1OC
 : -6	-6	13	-1	-9	-19	-1	-19	1	16	23
> Cc1cc(C)n(-c2ccc(NC(=O)C3CCN(Cc4cnc(C)s4)CC3)cc2)n1
 : 6	-1	-3	0	3	-2	8	9	8	-6	3
> C[C@H](CO)N1C[C@H](C)[C@@H](CN(C)Cc2cncnc2)Oc2cc(Br)ccc2S1(=O)=O
 : 29	9	9	8	-5	-18	-23	-22	-12	-10	-8
> Cc1ccccc1NC(=O)c1ocnc1C
 : -1	-13	6	7	3	-7	0	-4	8	-10	-12
> COc1ccc(NC(=O)c2ccccc2CC[N+](=O)[O-])cc1
 : -10	6	3	0	-11	-3	2	2	-9	-3	22
> CN(C)S(=O)(=O)c1ccc(C(=O)NCc2nnc(SCC(=O)Nc3ccc(F)cc3)n2-c2ccc(F)cc2)cc1
 : -1	-2	22	9	-8	11	-5	2	-1	17	-14
> CC(=O)Nc1ccc(Cl)c(-c2nc3ncccc3o2)c1
 : 4	-10	27	6	12	2	-2	4	8	0	-19
> Oc1ccc(CN2CCCc3ccccc32)c2cccnc12
 : -6	26	39	-2	-6	.	83	13	-4	16	7
> Nc1nonc1C(=O)NCCNc1ncccc1[N+](=O)[O-]
 : 1	-21	-12	16	-3	-11	-1	8	1	5	-12
> CC(=O)c1sc(N/N=C/c2cccc(O)c2)nc1C
 : -99	1	-25	11	-62	-80	-89	0	-85	-54	-35

The listing continues.
Results follow in this order: LMP1 NFkB inh	TRAIL sens C8	LRH-1 inv ag	KKLEB cytotox	SRC1 inh	NR2F2 inh	Shn3 inh set2	TWEAK-Fn14 inh	TROY NFkB inh	SRC3 inh	CF NFkB inh
> COc1ccc2c(c1)CC/C(=C\C=C\c1ccccc1)C2=O
 : -8	8	-72	8	-69	-21	-1	-22	-59	-42	-9
> N#C/C(=C\c1cccs1)c1nc2ccccc2[nH]1
 : -31	25	-27	-12	-41	-24	-84	-22	-57	-54	-22
> CCC(=O)Nc1ccc(NC(=O)CN2CCCC(C)C2)c(Cl)c1 (stereo not given)
 : 1	-8	-27	-10	-13	2	4	-11	-7	-4	4
> Cc1ccc(S(=O)(=O)n2cc(-c3ccccc3)c(N)n2)cc1
 : -4	5	-2	-8	9	-1	12	-8	12	0	1
> CC(C)c1nc(CNC(=O)C2CCC(=O)N(CCc3ccc(Cl)cc3)C2)no1 (stereo not given)
 : -1	-20	-3	20	3	-10	12	-3	-24	12	10
> CN(C)S(=O)(=O)c1cccc(NC(=O)c2ccncc2)c1
 : 4	2	3	5	17	2	1	7	10	17	9
> COc1ccccc1CNC(=O)c1ccc(SC)cc1OC
 : -7	33	-38	-2	-1	.	-14	-8	-24	4	3
> COc1ccccc1NC(=O)CSc1nnc(CCC(=O)Nc2ccccc2F)n1C
 : 0	-4	9	-1	-1	7	.	14	-2	10	-24

Assay outcomes as filed in PubChem.
